Source: PubChem BioAssay (Broad Institute)
TcdB inh – inhibitors of Clostridioides difficile toxin B glycohydrolase | TcdB glycohydrolase enzymatic assay, plate reader | inhibition, % at 9.99 µM | 0.24% of 350,000 active; in the data active means inhibition above about 10%
* = called active by the depositor. These rows are one share of the data. The share of hits here may be higher or lower than overall.

smiles | TcdB inh
O=C(NC[C@H]1[C@@H](c2ccccc2)[C@@H](CO)N1C(=O)Cc1cccnc1)C1CC1 | 0.0
C[C@@H]1CCCCO[C@H](CN(C)C(=O)Nc2ccc(F)cc2)[C@H](C)CN([C@@H](C)CO)C(=O)c2cc(NC(=O)Nc3ccccc3)ccc2O1 | 0.3
O=C(C[C@H]1CC[C@H]2[C@@H](COC[C@@H](O)CN2C(=O)c2ccccc2F)O1)N1CCN(c2ccccc2)CC1 | -1.4
C[C@H](CO)N1C[C@H](C)[C@@H](CN(C)C(=O)c2ccccn2)Oc2ncc(-c3ccccc3F)cc2C1=O | 0.1
COc1ccc(CN(C)C[C@@H]2OCCCC[C@@H](C)Oc3ccc(NC(=O)Nc4ccc(C(F)(F)F)cc4)cc3C(=O)N([C@H](C)CO)C[C@H]2C)cc1 | 0.5
CC(C)CC#Cc1cnc2c(c1)C(=O)N([C@H](C)CO)C[C@H](C)[C@@H](CN(C)Cc1ccc(F)cc1)O2 | 0.2
CN(C)CC(=O)Nc1ccc2c(c1)[C@@H]1C[C@@H](CC(=O)NCc3ccc4c(c3)OCO4)O[C@@H](CO)[C@@H]1O2 | -1.4
O=C(Nc1ccc(Cl)cc1)N[C@H]1CC[C@@H](CCNS(=O)(=O)c2ccccc2F)O[C@@H]1CO | -1.2
C[C@@H]1CN([C@H](C)CO)C(=O)Cc2cc(NC(=O)Nc3ccc(F)cc3)ccc2O[C@@H]1CN(C)C(=O)Nc1ccccc1 | 0.2
O=C(C[C@@H]1C=C[C@H](NC(=O)CCN2CCCCC2)[C@H](CO)O1)NCc1ccc(Cl)c(Cl)c1 | -0.5
C/C=C/c1ccc2c(c1)O[C@@H](CN(C)Cc1ccccc1)[C@@H](C)CN([C@H](C)CO)S2(=O)=O | 0.9
Cc1noc(C)c1NC(=O)N(C)C[C@@H]1Oc2c(NC(=O)NC3CCCCC3)cccc2C(=O)N([C@@H](C)CO)C[C@H]1C | 0.6
O=C(C[C@H]1CC[C@H]2[C@@H](COC[C@H](O)CN2C(=O)C2CC2)O1)NCc1ccncc1 | 0.4
C[C@@H]1CCCCO[C@@H](CN(C)C(=O)NC2CCCCC2)[C@H](C)CN([C@H](C)CO)C(=O)c2cc(NS(=O)(=O)c3ccc(F)cc3)ccc2O1 | 0.6
Cc1ccc(S(=O)(=O)N(C)C[C@H]2OCCCC[C@H](C)Oc3ccc(NC(=O)Nc4cccc5ccccc45)cc3C(=O)N([C@H](C)CO)C[C@@H]2C)cc1 | -0.2
CCOC(=O)C1C2C=CC3(O2)C1C(=O)N(Cc1ccccc1)C3C(=O)NCc1ccccc1 (stereo unspecified) | 0.3
C[C@H](CO)N1C[C@H](C)[C@H](CN(C)Cc2ccncc2)Oc2c(NC(=O)c3cnccn3)cccc2C1=O | 0.0
O=C(c1ccccn1)N1CC(=O)N2[C@H](CO)[C@H](c3ccc(C4=CCCC4)cc3)[C@@H]2C1 | 0.9
Cc1noc(C)c1NC(=O)N(C)C[C@H]1Oc2ncc(C#CCC(C)C)cc2C(=O)N([C@@H](C)CO)C[C@@H]1C | 0.5
COc1ccc(NC(=O)N(C)C[C@@H]2Oc3ccc(NS(=O)(=O)c4cn(C)cn4)cc3CC(=O)N([C@H](C)CO)C[C@@H]2C)cc1 | -5.8

A different layout for part of the listing above.
O=C(c1ccccn1)N1CC(=O)N2[C@H](CO)[C@H](c3ccc(C4=CCCC4)cc3)[C@@H]2C1
  TcdB inh: 0.9

O=C(NC[C@H]1[C@@H](c2ccccc2)[C@@H](CO)N1C(=O)Cc1cccnc1)C1CC1
  TcdB inh: 0.0

O=C(C[C@H]1CC[C@H]2[C@@H](COC[C@@H](O)CN2C(=O)c2ccccc2F)O1)N1CCN(c2ccccc2)CC1
  TcdB inh: -1.4

Cc1noc(C)c1NC(=O)N(C)C[C@@H]1Oc2c(NC(=O)NC3CCCCC3)cccc2C(=O)N([C@@H](C)CO)C[C@H]1C
  TcdB inh: 0.6

Later entries:
smiles | TcdB inh
CCC(=O)N1CC(=O)N2[C@@H](CO)[C@H](c3ccc(-c4ccccc4F)cc3)[C@@H]2C1 | -0.3
C[C@@H]1CN([C@@H](C)CO)C(=O)Cc2cc(NC(=O)C3CC3)ccc2O[C@@H]1CN(C)C(=O)Nc1ccc2c(c1)OCO2 | -0.5
COC(=O)c1ccc(CN2CC(=O)N3[C@@H](CO)[C@@H](c4ccc(-c5ccccc5F)cc4)[C@@H]3C2)cc1 | 0.5
C[C@@H]1CN([C@H](C)CO)C(=O)c2cccc(NC(=O)c3nc4ccccc4s3)c2O[C@@H]1CN(C)Cc1ccc(-c2ccccc2)cc1 | 0.8
COc1ccc(NC(=O)N(C)C[C@@H]2OCCCC[C@H](C)Oc3ccc(NC(=O)NC(C)C)cc3C(=O)N([C@H](C)CO)C[C@@H]2C)cc1 | -1.5
C[C@@H]1CN([C@H](C)CO)C(=O)c2cc(-c3ccc(F)cc3)cnc2O[C@@H]1CN(C)C(=O)NC1CCCC1 | 0.8
Cc1ccc(S(=O)(=O)N(C)C[C@H]2OCCCC[C@@H](C)Oc3ccc(NS(=O)(=O)c4cccs4)cc3C(=O)N([C@@H](C)CO)C[C@H]2C)cc1 | -1.2
O=C(c1ccncc1)N1CC(=O)N2[C@H](C1)[C@H](c1ccc(-c3cccnc3)cc1)[C@@H]2CO | -0.1
C[C@@H]1CCCCO[C@H](CN(C)S(=O)(=O)c2ccc(Cl)cc2)[C@@H](C)CN([C@@H](C)CO)C(=O)c2cc(NC(=O)CCC(F)(F)F)ccc2O1 | 0.1
C[C@@H]1CCCCO[C@@H](CN(C)Cc2ccncc2)[C@H](C)CN([C@@H](C)CO)C(=O)c2cc(NC(=O)c3ccncc3)ccc2O1 | -0.1
O=C(c1ccccc1)N1CC2(C1)[C@H](c1ccccc1)[C@H](CO)N2C(=O)CC1CC1 | -0.1
COc1ccccc1NC(=O)N1C[C@H](O)COC[C@@H]2O[C@@H](CC(=O)NCCc3ccncc3)CC[C@H]21 | -1.1
CCCC#Cc1ccc([C@H]2[C@@H](CO)N3C(=O)CN(C(=O)Nc4cccc(F)c4)C[C@@H]23)cc1 | 1.9
C[C@@H]1CN([C@H](C)CO)C(=O)c2cc(N(C)C)ccc2O[C@@H](C)CCCCO[C@H]1CN(C)Cc1ccc(C(=O)O)cc1 | -3.0
O=C(Cc1ccncc1)NCC[C@@H]1CC[C@H](NC(=O)C2CCOCC2)[C@H](CO)O1 | -1.3
CN(C)C(=O)C[C@@H]1C[C@@H]2c3cc(NC(=O)C4CCOCC4)ccc3O[C@@H]2[C@H](CO)O1 | -1.3
O=C(c1cccnc1)N1CC(=O)N2[C@H](C1)[C@@H](c1ccc(/C=C/c3ccccc3)cc1)[C@@H]2CO | -1.5
C[C@H](CO)N1C[C@H](C)[C@@H](CN(C)S(=O)(=O)c2ccc(Cl)cc2)OCCCC[C@H](C)Oc2ccc(NC(=O)NC3CCCCC3)cc2C1=O | 0.9
O=C(NCC[C@H]1CC[C@@H](NS(=O)(=O)c2cccc(F)c2)[C@H](CO)O1)C1CCC1 | -7.6
COc1ccc(S(=O)(=O)N(C)C[C@H]2OCCCC[C@H](C)Oc3ccc(NC(=O)Nc4cccc5ccccc45)cc3C(=O)N([C@H](C)CO)C[C@H]2C)cc1 | 0.9

The list goes on:
smiles | TcdB inh
CO[C@H]1CC[C@H]2CCOc3c(C#N)cccc3C(=O)N(C)C[C@H](OC)[C@H](C)C(=O)N(C)C[C@@H]1O2 | -0.4
CN1c2ccc(Br)cc2[C@@H]2[C@@H](CCN2S(=O)(=O)c2cccc(F)c2)[C@H]1CO | -0.1
Cc1ccc(S(=O)(=O)Nc2ccc3c(c2)C(=O)N([C@@H](C)CO)C[C@@H](C)[C@@H](CN(C)C(=O)Nc2cccc4ccccc24)OCCCC[C@H](C)O3)cc1 | -1.4
C[C@H](CO)N1C[C@H](C)[C@H](CN(C)S(=O)(=O)c2cn(C)cn2)Oc2cc(C#Cc3ccccc3)ccc2S1(=O)=O | -0.5
O=C(CC1CC1)N1CC(=O)N2[C@H](CO)[C@H](c3ccc(C#Cc4cccc(F)c4)cc3)[C@H]2C1 | 1.0
Cc1noc(C)c1S(=O)(=O)Nc1cccc2c1O[C@H](CN(C)S(=O)(=O)c1c(C)noc1C)[C@H](C)CN([C@@H](C)CO)C2=O | -0.9
C[C@@H]1CN([C@@H](C)CO)C(=O)c2cccc(NC(=O)Nc3ccc4c(c3)OCO4)c2O[C@H]1CN(C)Cc1ccc(C(F)(F)F)cc1 | -0.4
COCCNC(=O)C[C@@H]1CC[C@@H](NC(=O)NC2CCCC2)[C@H](CO)O1 | 0.1
C[C@H](CO)N1C[C@H](C)[C@H](CN(C)C(=O)Cc2ccccc2)Oc2cc(C#CC3CCCC3)ccc2S1(=O)=O | 0.6
Cc1noc(C)c1NC(=O)Nc1ccc2c(c1)C(=O)N([C@@H](C)CO)C[C@H](C)[C@H](CN(C)C(=O)NC1CCCCC1)OCCCC[C@H](C)O2 | 0.4
COc1ccc(CNC(=O)C[C@H]2CC[C@H](NC(=O)Nc3ccc4c(c3)OCO4)[C@H](CO)O2)cc1 | -4.2
CC(C)NC(=O)N(C)C[C@H]1Oc2ccc(NC(=O)Cc3cn(C)c4ccccc34)cc2C(=O)N([C@@H](C)CO)C[C@@H]1C | -13
N#C[C@H]1[C@H](c2ccc(-c3cccc(F)c3)cc2)[C@@H](CO)N1C(=O)c1cccnc1 | 0.3
C[C@H]1CN([C@@H](C)CO)C(=O)Cc2cc(NC(=O)CCCCCC(=O)Nc3ccccc3N)ccc2O[C@@H]1CN(C)Cc1ccc(C(F)(F)F)cc1 | 0.0
Cc1noc(C)c1S(=O)(=O)Nc1ccc2c(c1)CC(=O)N([C@H](C)CO)C[C@@H](C)[C@@H](CN(C)S(=O)(=O)c1c(C)noc1C)O2 | 4.6
Cc1ccc(S(=O)(=O)Nc2ccc3c(c2)C(=O)N([C@@H](C)CO)C[C@@H](C)[C@@H](CN(C)Cc2ccc4c(c2)OCO4)O3)cc1 | 0.0
CCC(=O)N1[C@@H]2c3ccc(-c4ccccc4)c(=O)n3C[C@H]1[C@H](CO)[C@H]2C(=O)N1CCCCC1 | -0.5
CC=Cc1ccc2n(c1=O)C[C@@H]1[C@@H](CO)[C@H](C(=O)NC3CCCC3)[C@H]2N1Cc1ccncc1 (mixture of isomers) | -0.1
O=C(C[C@@H]1C=C[C@@H](NS(=O)(=O)c2ccc(F)cc2)[C@@H](CO)O1)NC1CCC1 | -3.8
C[C@H]1CCCCO[C@H](CN(C)C)[C@@H](C)CN([C@@H](C)CO)C(=O)c2cc(NS(C)(=O)=O)ccc2O1 | 1.4

(further entries)
smiles | TcdB inh
C[C@@H]1CN([C@@H](C)CO)C(=O)Cc2cc(NC(=O)C3CC3)ccc2O[C@@H]1CN(C)C | 0.3
COCC(=O)N1CC2(C1)CN(Cc1cc(F)ccc1F)[C@H](CO)c1c2c2ccc(OC)cc2n1C | 0.6
CN1[C@@H](CO)[C@@H]2c3ccccc3N(C(=O)Nc3ccccc3F)C[C@@H]21 | 0.4
CNC(=O)C[C@@H]1CC[C@@H]2[C@H](COC[C@@H](O)CN2C(=O)Nc2cccc(OC)c2)O1 | 0.5
Cc1cc(C(=O)Nc2cccc3c2O[C@H](CN(C)S(=O)(=O)c2cccs2)[C@@H](C)CN([C@H](C)CO)C3=O)n(C)n1 | 0.5
CN(C)CC#Cc1ccc([C@H]2[C@@H](CO)N(C(=O)C3CCCC3)[C@H]2C#N)cc1 | -1.4
C[C@H](CO)N1C[C@H](C)[C@@H](CN(C)Cc2ccccc2)OCCCC[C@H](C)Oc2ccc(NS(=O)(=O)c3ccc(F)cc3)cc2C1=O | 0.2
C[C@H]1CCCCO[C@@H](CN(C)Cc2ccncc2)[C@@H](C)CN([C@@H](C)CO)C(=O)c2cc(NC(=O)C3CCCCC3)ccc2O1 | -1.1
C[C@H]1CN([C@@H](C)CO)C(=O)c2cc(NC(=O)C3CCCCC3)ccc2O[C@H]1CN(C)Cc1ccc2c(c1)OCO2 | 2.5
C[C@@H]1CN([C@@H](C)CO)C(=O)Cc2cc(NC(=O)CCC(F)(F)F)ccc2O[C@@H]1CN(C)C(=O)NC1CCCCC1 | 0.0
CCCNC(=O)N1CC(=O)N2[C@@H](CO)[C@H](c3ccc(-c4cccc(C)c4)cc3)[C@@H]2C1 | -4.5
CCC(=O)N(C)C[C@H]1Oc2cc(C#Cc3ccccc3)ccc2S(=O)(=O)N([C@H](C)CO)C[C@H]1C | -5.3
COCC(=O)N1[C@H](C#N)[C@@H](c2ccc(C#Cc3ccccc3F)cc2)[C@H]1CO | -0.3
CCCN(C)C[C@H]1Oc2cc(C#CC3CCCC3)ccc2S(=O)(=O)N([C@H](C)CO)C[C@@H]1C | -1.2
COc1ccc(S(=O)(=O)Nc2ccc3c(c2)C(=O)N([C@H](C)CO)C[C@@H](C)[C@@H](CN(C)C(=O)CCCN(C)C)OCCCC[C@H](C)O3)cc1 | 1.1
Cc1ccc(S(=O)(=O)Nc2cccc3c2O[C@@H](CN(C)Cc2ccc4c(c2)OCO4)[C@@H](C)CN([C@H](C)CO)C3=O)cc1 | -0.2
CCCC#Cc1cnc2c(c1)C(=O)N([C@H](C)CO)C[C@@H](C)[C@H](CN(C)C(=O)Nc1ccc(OC)cc1)O2 | -0.2
COc1ccc(CN(C)C[C@@H]2Oc3ccc(NS(=O)(=O)c4cccs4)cc3C(=O)N([C@@H](C)CO)C[C@H]2C)cc1 | -3.9

4 compounds from above, sorted by length of the SMILES, low to high.
smiles | TcdB inh
CN1[C@@H](CO)[C@@H]2c3ccccc3N(C(=O)Nc3ccccc3F)C[C@@H]21 | 0.4
CN(C)CC#Cc1ccc([C@H]2[C@@H](CO)N(C(=O)C3CCCC3)[C@H]2C#N)cc1 | -1.4
CCCNC(=O)N1CC(=O)N2[C@@H](CO)[C@H](c3ccc(-c4cccc(C)c4)cc3)[C@@H]2C1 | -4.5
C[C@H](CO)N1C[C@H](C)[C@@H](CN(C)Cc2ccccc2)OCCCC[C@H](C)Oc2ccc(NS(=O)(=O)c3ccc(F)cc3)cc2C1=O | 0.2
